# GRP78 ERSR act = ER stress response induction in glioma; 420,000 tested, 0.02% active; Potency, µM, without a hit: top-dose activation, actives largely listed as activators; U87-MG GRP78 promoter luciferase reporter, 16 h; also: potency is read from the fitted curve at half-maximal effect; series mostly up to about 76 µM; % of control where 0% means no effect; nearly all actives have a fitted effect of over 35% in size
#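 ERSR induction read as luciferase luminescence (Bright-Glo, 10 min at room temperature) in stably transfected human U87-MG glioma cells exposed to compounds for 16 h, using GRP78 as sensor.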
# TrxR1 substrate = is turned over as a substrate by rat TrxR1. purified TrxR1 substrate turnover, NADPH consumption readout. 390,000 tested, 0.01% active. Potency, µM (highest dose often 114 µM), for inactives: at the highest dose activity change, negative = substrate turnover. O89049; also: potency is read from the fitted curve at half-maximal effect; % is scaled to controls: 0 for no effect and ±100 for the full control effect; nearly all actives have a fitted effect of over 50% in size
#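 Rat TrxR1, dispensed at 90 nM, was prereduced with 400 uM NADPH (final) for 5 min at ~22 deg C, then incubated with compound 15 min before 400 uM selenite. A first-read NADPH fluorescence drop versus no-compound background flagged substrates.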
# TrxR1 inh = rat TrxR1 inhibition; AID 588453; 390,000 tested, 1% active; Potency, µM (top dose mostly 114 µM), for the others: at the highest dose activity change, negative = inhibition, usual class: inhibitors; recombinant rTrxR1, NADPH fluorescence consumption, selenite substrate; O89049; also: potency is read from the fitted curve at half-maximal effect; % is scaled to controls: 0 for no effect and ±100 for the full control effect; nearly all actives have a fitted effect of over 65% in size
#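 Rat TrxR1 (90 nM in the dispensed reagent) was pre-reduced with 400 uM NADPH for 5 min at room temperature, then incubated with compound for 15 min. After 400 uM selenite was added, NADPH fluorescence (Ex 340/Em 450 nm) was followed for 8 min.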
# RGS4 inh = blocks human RGS4-accelerated GTP hydrolysis | Transcreener GDP fluorescence polarization, RGS4-accelerated GTP hydrolysis | 390,000 tested, 0.039% active | Potency, µM (titrated, usually from 114 µM), for inactives: at the top dose activity change, negative = inhibition, usual class: inhibitors; also: potency is read from the fitted curve at half-maximal effect; % is scaled to controls: 0 for no effect and ±100 for the full control effect; nearly all actives have a fitted effect of over 75% in size; some results filed as inactive show a strong effect at the top dose
# Target sequence (P49798 whole entry, looked up): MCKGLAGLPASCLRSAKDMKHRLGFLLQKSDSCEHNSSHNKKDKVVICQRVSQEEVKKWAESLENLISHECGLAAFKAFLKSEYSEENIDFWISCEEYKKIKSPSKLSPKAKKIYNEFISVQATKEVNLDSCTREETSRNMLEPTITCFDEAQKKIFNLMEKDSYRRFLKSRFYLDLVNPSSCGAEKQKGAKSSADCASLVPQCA
#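 MLSMR compounds (23 nl, pin-transferred) preincubated 10 min at room temperature with a 500nM (2x) first reagent, then RGS4 at 900nM (2x) plus Transcreener GDP mix added; fluorescence polarization (620/688 nm) read before and after 90 min at 30 °C.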
# USP1 inh = blocks the human USP1/UAF1 deubiquitinase complex; O94782; recombinant USP1/UAF1, Ub-Rhodamine cleavage fluorescence; Potency, µM (top dose mostly 57.1 µM), for inactives: top-dose activity change, negative = inhibition, actives largely listed as inhibitors; 390,000 tested, 0.23% active; AID 743255; also: potency is read from the fitted curve at half-maximal effect; % is scaled to controls: 0 for no effect and ±100 for the full control effect; nearly all actives have a fitted effect of over 60% in size; inactives centre near -12
# Target sequence (O94782 whole entry, looked up): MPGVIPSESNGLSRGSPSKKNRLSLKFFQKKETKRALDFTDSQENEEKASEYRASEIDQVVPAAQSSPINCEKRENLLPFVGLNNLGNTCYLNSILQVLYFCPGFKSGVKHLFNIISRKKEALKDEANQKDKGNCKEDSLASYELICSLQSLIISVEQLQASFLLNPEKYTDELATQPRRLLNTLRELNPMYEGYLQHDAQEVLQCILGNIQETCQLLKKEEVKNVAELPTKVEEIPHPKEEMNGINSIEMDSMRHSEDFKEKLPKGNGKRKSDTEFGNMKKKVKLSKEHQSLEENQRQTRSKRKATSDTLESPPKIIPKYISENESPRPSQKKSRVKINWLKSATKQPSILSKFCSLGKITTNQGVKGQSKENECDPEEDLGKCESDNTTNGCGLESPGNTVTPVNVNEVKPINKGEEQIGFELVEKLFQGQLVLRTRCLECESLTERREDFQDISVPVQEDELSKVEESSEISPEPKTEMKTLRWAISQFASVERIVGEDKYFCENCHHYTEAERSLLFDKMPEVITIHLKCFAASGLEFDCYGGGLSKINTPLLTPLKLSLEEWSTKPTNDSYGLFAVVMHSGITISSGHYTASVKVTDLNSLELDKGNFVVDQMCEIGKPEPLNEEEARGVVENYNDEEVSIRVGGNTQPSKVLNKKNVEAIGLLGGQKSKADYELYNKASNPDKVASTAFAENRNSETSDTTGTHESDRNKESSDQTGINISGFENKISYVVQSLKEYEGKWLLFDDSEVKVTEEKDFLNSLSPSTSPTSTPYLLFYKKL
#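 Step one: compound is pinned into 1nM USP1/UAF1 in HEPES pH 7.8 buffer with TCEP. Step two: 15 min room-temperature incubation. Step three: Ub-Rho (150nM final) starts cleavage, tracked by fluorescence over six one-minute reads.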
# LDHA inh = LDHA (human) enzyme inhibition; P00338; purified LDHA, NADH/diaphorase-resazurin fluorescence; hits give low values; activity change, % (values are at about 110 or 230 µM); 480,000 tested, 0.15% active; in the data active = activity change below about -30%; inconclusive = mostly about -25% to -30%;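 also: plate controls were DMSO wells for no effect and wells without enzyme for full effect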
#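 Resorufin fluorescence (ex540/em590), read at 0 and 20 min after diaphorase/resazurin addition, reports the NADH left after a 5 min room-temperature reaction of 2 nM human LDH5 with 0.06 mM NADH and 0.2 mM pyruvate.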
# mIDH1 inhibitor = blocks human mutant IDH1 R132H enzyme | IDH1-R132H enzyme, NADPH consumption, diaphorase/resazurin fluorescence | Potency, µM (titrated, usually from 76.6 µM), for inactives: top-dose activity change, negative = inhibition, hits mostly inhibitors | 390,000 tested, 0.093% active; also: potency is read from the fitted curve at half-maximal effect; % is scaled to controls: 0 for no effect and ±100 for the full control effect; nearly all actives have a fitted effect of over 65% in size
#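 IDH1-R132H (0.5 ug/mL) preincubated 30 min with compound, then NADPH (0.016 mM) and alpha-KG (2 mM) added; 80 min at RT, pH 7.5. Remaining NADPH coupled via diaphorase/resazurin to fluorescence (540/590 nm); concentration-response curves normalized to no-enzyme control.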
# Vif-A3F inh = Vif-A3F binding inhibition; HeLa A3F-eYFP + Vif (tagged APOBEC3F with the HIV-1 protein that degrades it), YFP fluorescence increase; Potency, µM (top dose mostly 46.1 µM), for the others: at the top dose activity, negative = active; 390,000 tested, 0.2% active; AID 602313; also: potency is read from the fitted curve at half-maximal effect; % of control where 0% means no effect; nearly all actives have a fitted effect of over 65% in size
#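 HeLa cells stably expressing Vif plus C-terminally eYFP-tagged A3F were seeded, incubated overnight at 37 deg C, dosed with compound, incubated overnight again at 37 deg C. Yellow fluorescence (Ex 488/Em 500-530) reported blocked Vif-mediated A3F-eYFP degradation.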
# Vif-A3G inh = blocks the Vif interaction with human APOBEC3G; AID 602310; HeLa A3G-eYFP + Vif (tagged APOBEC3G with the HIV-1 protein that degrades it), YFP fluorescence, overnight; Potency, µM (series often up to 46.1 µM), for inactives: top-dose activity, negative = active, most hits filed as inhibitors; Q9HC16; 410,000 tested, 0.076% active;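 also: potency is read from the fitted curve at half-maximal effect; % is scaled to controls: 0 for no effect and ±100 for the full control effect; nearly all actives have a fitted effect of over 60% in size; hits raise eYFP signal because A3G escapes Vif-driven loss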
#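 Read-out is eYFP fluorescence (Ex 488/Em 500-530) from Vif-expressing HeLa A3G-eYFP cells; more signal means A3G escaped Vif-mediated degradation. Cells plated overnight, compound pinned in, incubated overnight at 37 deg C.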
# An asterisk follows results filed as active; ? = inconclusive; . = no result given; & = joins results of further samples; [ ] = remark or other dose. Unless noted, calls follow the shape of the dose curve; as a rule, active = well fitted curve in the direction sought with a large enough effect; inconclusive = small, poorly fitted or top-dose-only effect, or another doubt; inactive = no such curve, though single readings can be large; an effect the other way counts as inactive or inconclusive. Only part of the results is shown; rates above refer to the full screens.
# Below each compound: GRP78 ERSR act | TrxR1 substrate | TrxR1 inh | RGS4 inh | USP1 inh | LDHA inh | mIDH1 inhibitor | Vif-A3F inh | Vif-A3G inh
> CNC(=S)N(Cc1cc2cc(OC)c(OC)cc2[nH]c1=O)C1CCCC1
    0% | 22% | 10% | -19% | -14% | -7 | -10% | 1% | 0%
> O=C(COC(=O)Cc1ccsc1)Nc1cccc(Cl)c1
    -3% | 1% | 18% | 15% | -20% | -4 | -8% | 0% | -4%
> CC(C)C(=O)Nc1c2c(nn1-c1ccc([N+](=O)[O-])cc1)CS(=O)(=O)C2
    -3% | -11% | -6% | 11% | -27% | -8 | 2% | -1% | 2%
> O=C1/C(=C/c2cccnc2)SC(=S)N1NS(=O)(=O)c1ccccc1
    -7% | 7%[57.1 µM] | 3%[57.1 µM] | -53% | -19% | -1 | 2% | ? | 2%
> COc1ccc(CNc2ncc(-c3cccc([N+](=O)[O-])c3)n2C)c(OC)c1OC
    -1% | 2% | 12% | 11% | -22% | -9 | 12% | 3% | 0%
> COCCN1C(=O)N[C@@H](CCc2ccccc2)C(C(C)=O)=C1C
    -3% | 2%[57.1 µM] | 4%[57.1 µM] | -13% | 1% | 0 | -23% | -1% | 0%
> CC(OC(=O)c1cc(Br)ccc1O)C(=O)NCc1ccc2c(c1)OCO2 (stereo not drawn)
    -1% | 3%[57.1 µM] | 8%[57.1 µM] | -6% | -9% | 0 | 0% | 7% | 1%
> CCOc1ccccc1NC(=O)C(Cc1ccccc1)NS(=O)(=O)c1ccc(Br)s1 (stereo not drawn)
    -3% | -9% | 1% | 13% | -6% | -7 | -6% | 0% | 2%
> CCOc1ccc(N2C(=O)C3C(C2=O)C3(c2ccccc2)c2ccccc2)cc1 (stereo not drawn)
    -4% | -2% | 15% | -26% | -22% | -1 | 4% | 9% | 4%
> Cc1cc(C(=O)COC(=O)CC2Sc3ccccc3NC2=O)c(C)n1-c1ccccc1 (stereo not drawn)
    -4% | -1%[57.1 µM] | 28% | -12% | -17% | -4 | 16% | 6% | 3%
> CN(C)n1cccc1/C=C(\C#N)S(=O)(=O)c1ccc(Cl)cc1
    -7% | -5% | 20%[11.4 µM] | -1% | -14% | -9 | 0% | 0% | 0%
> C=CCSc1nc2c(N)ncnc2n1C1OC(CO)C(O)C1O (stereo not drawn)
    -3% | . | . | . | -27% | -3 | -7% | 2% | 0%
> COc1cc2c(cc1OC)CN(C(=O)CN1C(=O)c3ccc([N+](=O)[O-])cc3C1=O)CC2
    -3% | -8% | -5% | -17% | -18% | 5 | 9% | -4% | 1%
> CCCOC(=O)C1[C@H]2C(=O)N(Cc3ccco3)C[C@]23C=C[C@H]1O3 (stereo partly drawn)
    -1% | 4%[57.1 µM] | -12%[57.1 µM] | -16% | -4% | -1 | 8% | 4% | 1%
> O=C(NCCc1ccccc1)/C(=C\c1ccc([N+](=O)[O-])cc1)NC(=O)c1ccccc1
    -2% | 10%[11.4 µM] | -2%[11.4 µM] | -44% | -8% | 3 | 3% | 6% | 0%
> CCOC(=O)CC(NC(=O)c1cccc2c1C(=O)N(Cc1cccnc1)C2)c1ccc(OC(C)C)cc1 (stereo not drawn)
    -3% | -1% | -1% | -20% | -31% | 1 | 5% | -10% | -8%
> C=CCC[C@H](Cc1ccc(F)cc1)C(=O)OC[C@@H](C)NC(=O)[C@H](CC=C)CC(=O)NCCO
    -3% | 10%[57.1 µM] | 13%[57.1 µM] | 4% | 20% | -12 | -4% | -3% | -6%
> Cc1cc(NC(=O)CSC2=Nc3ccccc3C3=NC(Cc4ccccc4)C(=O)N23)n[nH]1 (stereo not drawn)
    3% | -9% | -20% | -5% | -21% | -4 | 3% | -5% | -1%
> CCOc1ccc2c(c1)c(=O)c(S(=O)(=O)c1ccc(C)cc1)cn2CC
    -4% | -2%[57.1 µM] | 33%[57.1 µM] | -43%[56.9 µM] | -13% | 1 | 0% | 4% | 3%
> COc1ccc(C(=O)NCc2ccccc2CN2CCCC2)cc1S(=O)(=O)Nc1ccc(C)cc1
    2% | 8% | 17% | -9% | -22% | 0 | 3% | -10% | -4%
> CC(C)N(C(=O)[C@H]1CC(CC(=O)NCc2ccco2)C(=O)N2CCc3c([nH]c4ccccc34)[C@]12C)C(C)C (stereo partly drawn)
    -1% | -3% | 4% | 2% | -31% | 3 | -7% | 6% | -1%
> COc1ccc(CNc2nc(-c3ccccc3)nn2C(=O)c2ccccc2OC)cc1
    -1% | 1% | 14% | 0% | -23% | 3 | 12% | 1% | -1%
> COCC(C)N=Cc1c(O)[nH]c2ccccc12 (stereo not drawn)
    -2% | -5% | 0% | 11% | -11% | -1 | -4% | -5% | 1%
> COc1ccc(NC(=O)C2CCN(C(=O)Nc3ccc(C)cc3)CC2)cc1OC
    -4% | -1% | 9% | -16% | -19% | -4 | 10% | 0% | 1%
> O=C(Nc1nc(-c2ccc(F)cc2)cs1)C1CCN(C(=O)c2ccc(F)cc2)CC1
    -4% | -3% | 19% | 9% | -27% | 0 | 4% | 2% | 0%
> Cc1ccccc1C(=O)N1CCN(c2ccc(NC(=O)CSc3ccc(Cl)cc3)cc2)CC1
    -3% | -9% | 10% | 2% | -3% | -7 | 0% | -6% | 9%
> Cn1c2ccccc2c2nnc(N/N=C/c3ccc(O)cc3)nc21
    1% | 1% | 27% | 14% | -16% | -3 | -2% | 8% | 1%
> NNC(=O)Cn1nnc(-c2ccc(C(F)(F)F)cc2)n1
    -2% | -1% | 18% | 20% | -21% | 1 | -3% | 4% | 0%
> CC(C)CC(=O)Nc1c2c(nn1-c1ccc(F)cc1)CSC2
    -3% | -8% | 3% | 23% | -5% | -8 | -4% | -1% | 1%
> Cn1c(N)c(C(=O)NCc2ccccc2Cl)sc1=S
    -3% | 9%[57.1 µM] | 11%[57.1 µM] | 3% | -22% | -8 | 2% | -12% | -15%
> COc1ccc(C(=O)O)cc1S(=O)(=O)NC1CCN(Cc2ccccc2)CC1
    -1% | 9%[57.1 µM] | 15% | 25% | -2% | -4 | 0% | ? | 1%
> Cc1ccc(C)c(Nc2nn3c(=O)c4ccc(C(=O)NCc5cccnc5)cc4nc3s2)c1
    4% | -4% | -9% | 17% | -24% | -3 | 0% | 4% | 1%
> CC1CCCC(C)N1C(=O)CSc1nc2ccccc2s1 (stereo not drawn)
    9% | 1% | 9% | -51% | -22% | 0 | 10% | 2% | 1%
> COc1ccc(C2=NN3C(C2)c2ccccc2OC32C(=O)N(C)c3ccccc32)cc1 (stereo not drawn)
    0% | 12%[57.1 µM] | -61% | -21% | -16% | 10 | 5% | 1% | -2%
> COc1cccc(CNS(=O)(=O)c2ccc(S(=O)(=O)NC3CC3)cc2)c1
    -2% | 10% | 27% | -16% | -11% | -4 | 0% | 7% | 2%
> Cc1cccc2c3nc4ccccc4nc3n(C)c12
    3% | 8%[57.1 µM] | 4%[57.1 µM] | 27% | ? | -6 | 6% | ? | -12%
> O=S(=O)(/N=C(/Nc1ccccc1)c1ccccc1)c1cccs1
    ? | -1% | 7% | -1% | -3% | -9 | -3% | -7% | 0%
> Clc1ccc(Oc2cnns2)cc1Cl
    -1% | -2% | -5% | -7% | 1% | -2 | -3% | -6% | -7%
> CC(C)(C)OC(=O)N1CCN(c2ccc(CNC(=O)c3ccc(Cl)cc3)cc2)CC1
    1% | -5% | 7% | 2% | -11% | 0 | -4% | 4% | 1%
> Cc1cc(NC(=O)C(C)C)ncc1NC(=O)Cc1ccccc1
    -2% | -1% | -1% | 2% | -15% | -2 | 5% | 0% | 1%
> CN(Cc1ccc(Cl)cc1)C(=O)c1ccc2ccccc2n1
    5% | -6% | 12% | -2% | -7% | -4&-3 | -1% | -3% | -2%
> O=C1C(=O)N(Cc2cccnc2)C(c2cccc(O)c2)/C1=C(\O)c1ccc2c(c1)OCCO2 (stereo not drawn)
    -2% | 1% | 20% | 22% | -2% | 0 | 7% | -4% | 1%
> N#C/C(=C/c1ccncc1)c1nc2ccccc2c(=O)[nH]1
    -1% | -6% | -9% | -9% | -12% | 3 | 5% | -16% | 0%
> N#CCCCN1C(=O)C(O)(CC(=O)c2ccc3c(c2)OCCO3)c2ccccc21 (stereo not drawn)
    5% | -7% | -3% | 4% | -13% | -3 | 6% | 2% | -8%
> CCCSc1ncc(Cl)c(C(=O)Nc2ccc(S(=O)(=O)N3CCC(C)CC3)cc2)n1
    . | -1% | 9% | -15% | -18% | -1 | . | . | .
> O=C(N1CCOCC1)C(F)(F)C(F)(F)C(F)(F)C(F)(F)C(=O)N1CCOCC1
    -2% | 2% | -3% | 29% | -27% | -5 | 1% | 4% | 1%
> Nn1cnc2sc3c(c2c1=O)CCC3
    -3% | 9%[57.1 µM] | 24%[57.1 µM] | -49% | -7% | -3 | 5% | 2% | 0%
> CCOC(=O)N1CCN(C(=O)c2c[nH]c3ccc(S(=O)(=O)N(C)c4ccccc4C)cc3c2=O)CC1
    -5% | 9% | 0% | -18% | -13% | -3 | -2% | 1% | 3%
> Cc1sc(NC(=O)C2CCCCC2)c(C#N)c1-c1ccccc1
    5% | -1% | -10% | -23% | -17% | 1 | 6% | -2% | 0%

# Bioassay records as filed in PubChem BioAssay.
